Rin1-Abl PPI inh = blocks binding of human Rin1 to Abl; AID 588664; P00519+Q13671; inhibition, % at 7.35 µM; hit rate 0.4% among 360,000; TR-FRET Rin1/Abl binding, biochemical; in the data active = inhibition above about 5%, passing the limit was not always enough
MsrA inhibitor = inhibits bovine methionine sulfoxide reductase A | purified bovine MsrA, absorbance read-out | inhibition, % at 15.5 µM | hit rate 0.75% among 360,000 | AID 651718; in the data active = inhibition above about 4.5%;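 note: 0% = vehicle wells with enzyme and 100% = reference inhibitor wells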
FAS-TE inh = blocks the thioesterase domain of human fatty acid synthase. hit rate 0.67% among 360,000. inhibition, % at 15 µM. AID 602261. P49327. recombinant FAS-TE, OMFH fluorogenic substrate, fluorescence endpoint;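 active = compounds whose normalised, plate-corrected inhibition of enzyme fluorescence in the single-dose primary screen is 50% or more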;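 note: 0% = DMSO with enzyme and 100% = substrate without enzyme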
Rpn11 block = blocks the human proteasome subunit Rpn11; O00487; human 26S proteasome, Ub4-pepOG fluorescence polarization; 20S core pre-blocked with epoxomicin; calls only at 20 µM; hit rate 0.59% among 360,000; AID 588493;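 active = inhibition at 20 µM, scaled to each plate's controls, above about 33%, limit read from the data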
MT1-MMP act inh = MT1-MMP (human) activation inhibition; P50281; HT1080 RFP-PRO-GFP cells, GFP/RFP ratio fluorescence, overnight; percent of plate control window, DMSO zero; GFP/RFP ratio change, % at 20 µM; hit rate 0.061% among 360,000; AID 651647;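 active = GFP/RFP ratio change of at least 30% with cell ATP level not reduced by more than half and red fluorescence within 50% of control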; note: strong numbers were not always called active
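Read-out: GFP/RFP fluorescence ratio; Test system: RFP-PRO-GFP reporter HT1080 cells; Compound dosing: single-point 20 µM compound, 1% DMSO; Times: overnight compound exposure at 37 °C.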
bovine MsrA act = bovine methionine sulfoxide reductase A activation | purified bovine MsrA, absorbance read-out | activation, % at 10.6 µM | hit rate 0.3% among 360,000 | AID 602163; in the data active = activation above about 7.5%;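 note: 0% = vehicle and 100% = reference activator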
CSN inh = blocks human CSN-mediated cullin deneddylation | Purified CSN, SCF-Nedd8-OG deneddylation, fluorescence polarization | hit rate 0.38% among 360,000 | inhibition, % at 12.5 µM | Q92905;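 active = pattern-corrected inhibition above about 35%, with an unprinted fluorescence ratio check between 0.5 and 1.5, limit read from the data, passing the limit was not always enough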;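 note: 0% = enzyme with substrate and 100% = substrate without enzyme; some results filed as inactive read as strong as hits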
Target sequence (Q92905 whole entry, looked up, one chain of several): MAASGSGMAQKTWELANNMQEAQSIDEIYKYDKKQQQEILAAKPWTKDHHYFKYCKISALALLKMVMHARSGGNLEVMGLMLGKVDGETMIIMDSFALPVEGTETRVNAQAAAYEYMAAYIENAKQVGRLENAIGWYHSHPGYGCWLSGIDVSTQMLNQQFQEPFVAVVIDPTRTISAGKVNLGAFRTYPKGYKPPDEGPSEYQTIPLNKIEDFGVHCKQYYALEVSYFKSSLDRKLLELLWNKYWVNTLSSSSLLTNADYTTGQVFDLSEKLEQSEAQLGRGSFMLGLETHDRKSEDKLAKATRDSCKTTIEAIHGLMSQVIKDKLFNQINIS
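Assay system: HEK293T-derived human Csn5 enzyme; quantity: 0.24 nM enzyme; medium: Tris/NaCl/DTT buffer, pH 7.5; also added: substrate SCFSkp2-Nedd8OG, 10 nM; doses: 12.5 µM compound; schedule: 90 min reaction at room temperature; signal: FP; read-out: % inhibition of substrate cleavage by Csn5; benchmarks: substrate-only high control, full reaction low control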
eLon inh = inhibits E. coli Lon protease; P0A9M0; purified E. coli Lon protease, fluorescence polarization; inhibition, % at 7.94 µM; hit rate 0.42% among 360,000; AID 602123; in the data active = inhibition above about 13%, passing the limit was not always enough;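 note: 0% = enzyme with probe and DMSO and 100% = no enzyme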
Target sequence (P0A9M0 whole entry, looked up): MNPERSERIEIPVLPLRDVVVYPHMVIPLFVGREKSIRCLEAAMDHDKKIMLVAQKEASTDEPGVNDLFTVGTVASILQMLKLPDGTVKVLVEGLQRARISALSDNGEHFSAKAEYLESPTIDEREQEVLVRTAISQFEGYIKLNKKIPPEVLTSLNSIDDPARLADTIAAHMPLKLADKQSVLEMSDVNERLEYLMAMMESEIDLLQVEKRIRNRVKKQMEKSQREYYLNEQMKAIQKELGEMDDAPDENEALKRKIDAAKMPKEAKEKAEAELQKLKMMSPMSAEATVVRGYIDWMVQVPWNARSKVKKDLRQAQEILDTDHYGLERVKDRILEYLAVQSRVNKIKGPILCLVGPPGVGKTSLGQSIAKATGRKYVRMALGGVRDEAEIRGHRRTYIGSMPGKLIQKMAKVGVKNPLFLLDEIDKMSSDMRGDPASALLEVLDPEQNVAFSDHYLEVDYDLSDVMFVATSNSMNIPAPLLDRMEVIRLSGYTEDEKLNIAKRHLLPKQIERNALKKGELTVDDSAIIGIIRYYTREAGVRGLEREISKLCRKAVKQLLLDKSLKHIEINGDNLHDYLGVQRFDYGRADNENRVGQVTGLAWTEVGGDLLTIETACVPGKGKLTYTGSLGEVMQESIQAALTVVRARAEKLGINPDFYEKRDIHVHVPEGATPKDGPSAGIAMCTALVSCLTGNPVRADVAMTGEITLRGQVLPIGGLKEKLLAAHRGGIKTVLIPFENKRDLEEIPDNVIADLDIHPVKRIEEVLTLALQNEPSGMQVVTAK
MLLE-PAM2 inh = inhibitors of microRNA-mediated deadenylation, human PABP1 MLLE binding | GST-MLLE / FITC-PAM2 fluorescence polarization | inhibition, % at 20 µM | hit rate 0.36% among 360,000 | AID 588489; in the data active = inhibition above about 35%, passing the limit was not always enough;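 note: plate controls were DMSO wells with GST-MLLE for no effect and wells lacking GST-MLLE protein for full effect; some results filed as inactive read as strong as hits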
* = called active by the depositor; i = inactive; nt = no result given; + = active, no number.

SMILES	Rin1-Abl PPI inh	MsrA inhibitor	FAS-TE inh	Rpn11 block	MT1-MMP act inh	bovine MsrA act	CSN inh	eLon inh	MLLE-PAM2 inh
Cc1ccc(S(=O)(=O)Oc2ccc(/C=N/NC(=O)c3cccnc3)cc2)cc1	0.5	-0.7	20.5	i	2.9	-0.8	3.8	-3.9	-2.4
CCCCC(=O)Nc1nnc(S(=O)(=O)N(CC)c2ccc(OC)cc2)s1	1.2	1.1	-3.4	i	1.5	-0.6	3.5	6.5	-1.6
Cc1nnsc1C(=O)NNc1c(Cl)cccc1Cl	-0.9	0.9	-3.2	i	2.9	-0.7	0.6	7.1	7.7
CCOC(=O)CSc1nnc(Cc2ccccc2)n1CC1CCCO1 (configuration not stated)	-0.6	-2.0	-7.3	i	-7.3	-9.2	2.7	-12.9	2.2
CC(Oc1ccc(Cl)cc1)C(=O)Nc1ccccc1C(=O)N1CCOCC1 (configuration not stated)	-3.6	0.7	-0.2	i	-4.1	-1.7	0.0	3.5	-5.3
CC(=O)Nc1ccc(NC(=O)COC(=O)Cn2cnc3ccccc32)cc1	0.6	-0.8	-4.5	i	-1.4	-1.5	-4.4	9.1	-57.2
Cc1cc(C(=O)NC(C)c2ccccc2)c2cc(F)ccc2n1 (configuration not stated)	3.3	0.1	1.1	i	-0.9	-1.5	2.4	4.5	-17.2
CN1C(=O)[C@H]2[C@@H](/C=C/c3ccccc3)N3C(=O)CN(CCO)C(=O)[C@@]3(C)[C@H]2C1=O	4.9	0.4	-7.3	i	-0.6	-3.0	2.0	-3.0	-0.8
CC(C)(C)c1ccc(/C=C/C(=O)Nc2nncs2)cc1	-1.7	0.9	-2.9	i	-1.9	-4.8	-16.1	-6.0	-4.8
CCC1CCCCN1CCCNC(=O)c1ccc2c(=O)n(CCOC)c(=O)[nH]c2c1 (configuration not stated)	3.1	0.4	-3.8	i	0.3	-0.7	-5.8	-1.1	-2.7
CCOC(=O)c1[nH]c(C)c(C(=O)Nc2ccc(F)cc2)c1C	0.0	0.7	-2.8	i	4.8	-0.7	-0.4	-5.2	6.1
O=C(CSc1nnnn1-c1ccccc1)Nc1ccc(N2CCOCC2)c(Cl)c1	-0.8	-0.1	-38.0	i	3.3	-1.2	1.7	-1.4	-104.8
COc1ccc(/C=C2\COc3ccccc3C2=O)cc1OC	-0.7	0.2	0.2	i	0.5	-2.7	14.9	7.3	-45.7
CCCCOC(=O)C1=C(C)Nc2ncnn2C1c1ccc(OC)c(OC)c1 (configuration not stated)	-1.8	-0.3	-2.9	i	0.6	5.2	3.5	-6.1	-6.8
Cc1nn(-c2ccccc2)c2c1C(c1cccs1)C(C#N)=C(N)O2 (configuration not stated)	1.2	nt	-1.3	i	12.0	1.1	-2.0	-5.4	18.2

Some of the entries so far, with values under each structure.
Second line of a record – Rin1-Abl PPI inh	MsrA inhibitor	FAS-TE inh	Rpn11 block	MT1-MMP act inh	bovine MsrA act	CSN inh	eLon inh	MLLE-PAM2 inh
> CC(Oc1ccc(Cl)cc1)C(=O)Nc1ccccc1C(=O)N1CCOCC1 (configuration not stated)
  -3.6	0.7	-0.2	i	-4.1	-1.7	0.0	3.5	-5.3
> Cc1nnsc1C(=O)NNc1c(Cl)cccc1Cl
  -0.9	0.9	-3.2	i	2.9	-0.7	0.6	7.1	7.7

Other results follow.
SMILES	Rin1-Abl PPI inh	MsrA inhibitor	FAS-TE inh	Rpn11 block	MT1-MMP act inh	bovine MsrA act	CSN inh	eLon inh	MLLE-PAM2 inh
C=CCc1cccc(/C=N/NC(=O)CCCNc2ccc(C)cc2)c1O	0.2	-0.1	24.3	i	7.4	-3.4	-6.5	3.9	0.6
COc1ccccc1C(C(=O)NC1CCCCC1)N(C(=O)c1csnn1)C1CC1 (configuration not stated)	0.4	-1.2	-3.8	i	0.8	0.2	-3.3	6.8	-1.4
c1ccc(Cc2nnc3sc(C4COc5ccccc5O4)nn23)cc1 (configuration not stated)	3.1	-0.7	-0.4	i	4.2	-2.5	0.6	-4.2	-12.6
Cc1sc2nc(SCC(=O)N(CCO)CCO)nc(N)c2c1C	-0.5	1.3	-2.4	i	1.9	-0.2	-1.9	-5.7	14.2
CC(C)(C)C(=O)NNC(=O)C1CC1(c1ccccc1)c1ccccc1 (configuration not stated)	0.9	-0.7	-4.3	i	1.6	0.4	-1.8	1.0	7.8
COc1cccc(NC(=O)N2CCCC2C(=O)Nc2ccc3c(c2)OCO3)c1 (configuration not stated)	1.8	0.7	-3.7	i	2.2	3.4	-1.6	2.4	-5.9
COc1ccc(CNC(=O)CCC(=O)N2CCN(C(C)=O)CC2)cc1	1.9	0.2	-5.8	i	-3.8	-1.6	1.5	-25.5	-22.5
COc1ccc(C(=O)NCC(=O)OCC(=O)Nc2cccc(S(=O)(=O)N3CCCC3)c2)cc1	-0.9	0.8	-1.8	i	2.5	-1.3	0.5	-3.9	-13.3
O=C(CSc1nc2ccccc2[nH]1)NC1CCCc2ccccc21 (configuration not stated)	-1.5	-0.6	-8.1	i	-6.3	0.0	-3.4	5.6	-4.2
CS(=O)(=O)Nc1ccccc1-c1ccc2nccn2c1	3.4	0.6	-8.1	i	-2.8	-2.4	7.9	7.6	-19.2
CCOC(=O)/C(C#N)=C/C1=C(N2CCOCC2)CC(C)(C)OC1	-1.4	0.9	-8.4	i	-7.3	-10.6	0.8	4.0	11.7
O=C(COc1ccccc1)N1CCN(C(=O)Cc2ccccc2)CC1	1.0	0.6	-8.4	i	-0.9	-2.7	0.3	-5.2	1.7
CCCCCCCCCCCCN1C(=O)CSC1c1cccnc1 (configuration not stated)	-3.6	-0.3	28.8	i	2.8	-6.5	2.9	5.9	-0.5
CC1(C)OC(=O)C(C(c2ccccc2)C(C#N)C(N)=O)=C(O)O1 (configuration not stated)	0.6	-0.9	-7.2	i	-5.0	4.2	-2.8	1.2	-0.7
CCOC(=O)N1CCN(C(=O)Nc2ccc3nc(C)sc3c2)CC1	1.7	-0.6	-5.1	i	-1.6	-3.5	-3.2	-5.3	-1.2

Arranged by count of non-hydrogen atoms (ascending): part of the list above
SMILES	Rin1-Abl PPI inh	MsrA inhibitor	FAS-TE inh	Rpn11 block	MT1-MMP act inh	bovine MsrA act	CSN inh	eLon inh	MLLE-PAM2 inh
CS(=O)(=O)Nc1ccccc1-c1ccc2nccn2c1	3.4	0.6	-8.1	i	-2.8	-2.4	7.9	7.6	-19.2
CCOC(=O)/C(C#N)=C/C1=C(N2CCOCC2)CC(C)(C)OC1	-1.4	0.9	-8.4	i	-7.3	-10.6	0.8	4.0	11.7
CCCCCCCCCCCCN1C(=O)CSC1c1cccnc1 (configuration not stated)	-3.6	-0.3	28.8	i	2.8	-6.5	2.9	5.9	-0.5
COc1ccc(CNC(=O)CCC(=O)N2CCN(C(C)=O)CC2)cc1	1.9	0.2	-5.8	i	-3.8	-1.6	1.5	-25.5	-22.5
C=CCc1cccc(/C=N/NC(=O)CCCNc2ccc(C)cc2)c1O	0.2	-0.1	24.3	i	7.4	-3.4	-6.5	3.9	0.6
COc1cccc(NC(=O)N2CCCC2C(=O)Nc2ccc3c(c2)OCO3)c1 (configuration not stated)	1.8	0.7	-3.7	i	2.2	3.4	-1.6	2.4	-5.9
COc1ccccc1C(C(=O)NC1CCCCC1)N(C(=O)c1csnn1)C1CC1 (configuration not stated)	0.4	-1.2	-3.8	i	0.8	0.2	-3.3	6.8	-1.4
COc1ccc(C(=O)NCC(=O)OCC(=O)Nc2cccc(S(=O)(=O)N3CCCC3)c2)cc1	-0.9	0.8	-1.8	i	2.5	-1.3	0.5	-3.9	-13.3

Following part.
SMILES	Rin1-Abl PPI inh	MsrA inhibitor	FAS-TE inh	Rpn11 block	MT1-MMP act inh	bovine MsrA act	CSN inh	eLon inh	MLLE-PAM2 inh
CC(Oc1cccc(Cl)c1)C(=O)N1CCCN(C)CC1 (configuration not stated)	4.7	-1.2	-6.8	i	-1.8	-5.8	2.1	-10.3	3.8
COc1ccc(OC)c(NC(=O)CC2Oc3ccccc3NC2=O)c1 (configuration not stated)	-5.5	0.6	-0.1	i	-1.8	-3.2	-0.8	4.8	6.4
CCCn1c(-c2ccccc2)nc2c(=O)n(C)c(=O)[nH]c21	1.4	-1.2	-5.9	i	4.6	-9.5	0.1	-9.5	14.4
CC(C)C1Cc2nc(Cl)c(C#N)cc2CO1 (configuration not stated)	0.2	-0.3	5.5	i	2.4	-1.1	3.0	-1.4	-5.5
COc1ccc(CCN2CC(C(=O)NCc3ccccc3)CCC2=O)cc1 (configuration not stated)	-2.0	-1.0	-5.8	i	-3.9	-3.3	5.5	-0.7	7.7
CC(C(=O)NCCc1ccc(F)cc1)N1CCN(Cc2ccccc2)CC1 (configuration not stated)	-2.1	-0.5	-6.6	i	-2.9	-3.7	2.4	-2.1	4.2
CCOc1ccccc1N(CC(=O)Nc1cccnc1)S(=O)(=O)c1ccc(C)cc1	0.7	1.2	2.1	i	-3.1	-2.6	-2.8	-1.5	-22.0
Cc1ccc(OCCC(=O)Nc2ccccc2C(=O)NC2CC2)cc1	1.6	0.4	4.8	i	nt	-1.7	-3.2	-8.9	2.0
Cc1ccc(/C=N/NC(=O)c2cccc(NC(=O)c3ccccc3Cl)c2)o1	-3.4	1.7	-2.0	i	-3.8	-3.1	5.0	-5.0	-4.5
Nc1[nH]n(-c2c(Cl)cc(Cl)cc2Cl)c(=O)c1N=Nc1ccc(S(=O)(=O)Nc2ncccn2)cc1	2.4	1.8	-5.6	i	3.9	-8.0	-2.0	21.4*	13.3
CC1=NN(c2ccccc2)C(=O)C1(C)C	0.4	0.0	-5.7	i	1.8	-4.0	-2.4	-1.6	-2.1
CS(=O)(=O)c1ccc2c(c1)SC1=NC(=O)/C(=C/c3ccco3)C(=N)N12	0.3	nt	-7.1	+	-19.6	2.1	58.8*	-95.6	-72.3
CCCc1cc(C(=O)N2CCCC(Cc3cccc(Cl)c3)(C(=O)OCC)C2)n(C)n1 (configuration not stated)	6.3	1.2	5.6	i	-2.7	-2.0	1.5	-10.9	5.9
Cc1ccc(-c2nnn(CC(=O)N(Cc3ccco3)C(C(=O)NC(C)(C)C)c3ccc(C)o3)n2)o1 (configuration not stated)	2.1	0.1	14.4	i	1.1	0.6	-0.8	3.2	1.9
COC(=O)c1c(NC(=O)CSc2ccccc2N)sc(C)c1C	-1.9	2.6	13.4	i	5.4	-11.7	1.9	0.3	5.1
CCc1ccc(NC(=O)C(C)OC(=O)/C=C/c2cccc([N+](=O)[O-])c2)cc1 (configuration not stated)	-1.6	-2.0	-3.1	i	1.8	-12.2	-2.5	10.9	0.6
CCCCc1nc2cc(C(=O)N(C)C(C)c3ccccn3)ccc2o1 (configuration not stated)	0.3	-0.5	3.7	i	3.6	-4.7	0.4	1.7	-0.1
Cc1cc(NC(=O)CN2CCN(C/C=C/c3ccccc3)CC2)c([N+](=O)[O-])cc1C	0.4	0.5	-1.5	i	-4.2	0.4	-4.3	2.3	-0.2
CC(c1ccccc1)n1c(N2CCN(C)CC2)nc2c1c(=O)[nH]c(=O)n2C (configuration not stated)	1.4	0.1	-1.8	i	-5.0	-3.8	-0.5	-3.4	0.0
O=C(CCC(=O)c1ccc(F)cc1)NCC1(N2CCCCC2)CCCCC1	-1.9	0.2	-3.3	i	1.7	-8.0	5.3	-11.5	-1.0
CC(=O)N1c2ccc(S(=O)(=O)N3CCC(C(=O)NCc4ccc(F)cc4)CC3)cc2CC1C (configuration not stated)	1.4	-0.5	-3.6	i	2.2	7.0	-1.5	-2.7	-18.4
Cc1ccc(C2=CC(=O)C[C@H](c3ccc4c(c3)OCO4)C2)cc1	-0.3	-0.9	26.0	i	3.4	-5.0	-1.8	3.7	-0.7

Screens: PubChem BioAssay, several laboratories
